High-throughput results as filed in PubChem.
FBW7 act – FBW7 E3 ligase activators, primary screen, biochemical, AlphaScreen, human. F-box/WD repeat-containing protein 7 (Homo sapiens), Q969H0. AlphaScreen FBW7–phospho-cyclin E peptide binding, activator screen. normalized activity (activation), % at 26.1 µM. 650,000 compounds, 0.13% hits; in the data active = normalized activity above about 1.9%;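 also: purified mutant Fbw7 with reduced substrate affinity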
Target sequence (Q969H0 whole entry, looked up): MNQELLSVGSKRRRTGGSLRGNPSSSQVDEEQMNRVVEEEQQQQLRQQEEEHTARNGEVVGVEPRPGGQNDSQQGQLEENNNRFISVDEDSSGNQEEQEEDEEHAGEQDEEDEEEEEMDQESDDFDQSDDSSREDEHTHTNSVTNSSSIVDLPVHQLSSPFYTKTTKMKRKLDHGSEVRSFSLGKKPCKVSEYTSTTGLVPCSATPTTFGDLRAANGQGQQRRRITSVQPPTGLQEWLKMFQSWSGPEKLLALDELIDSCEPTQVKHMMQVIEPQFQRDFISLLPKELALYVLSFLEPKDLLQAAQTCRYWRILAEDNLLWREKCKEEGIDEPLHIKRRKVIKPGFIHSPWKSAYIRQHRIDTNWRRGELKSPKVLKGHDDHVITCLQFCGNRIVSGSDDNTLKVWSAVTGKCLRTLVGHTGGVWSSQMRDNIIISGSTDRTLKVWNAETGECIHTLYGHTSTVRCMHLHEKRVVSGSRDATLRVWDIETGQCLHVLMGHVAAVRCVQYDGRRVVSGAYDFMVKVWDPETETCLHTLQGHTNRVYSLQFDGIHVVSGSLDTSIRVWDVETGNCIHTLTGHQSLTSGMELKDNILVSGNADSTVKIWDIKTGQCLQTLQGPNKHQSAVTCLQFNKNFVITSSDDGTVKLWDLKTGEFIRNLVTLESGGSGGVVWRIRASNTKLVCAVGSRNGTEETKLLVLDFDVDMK
TEAD-YAP block – TEAD-YAP interaction inhibition, primary screen, TEAD-YAP interaction inhibitor project, luminescence, HEK-TIYL cells; 640,000 compounds, 1.4% hits; TEAD-Gal4/YAP UAS-luciferase luminescence; inhibition, % at 9.12 µM; in the data active = inhibition above about 32%;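 also: 0% = median of test compound wells and 100% = reference inhibitor wells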
GPR151 activ – activators of human GPR151, primary screen, cell-based, PathHunter beta-arrestin, luminescence. G-protein coupled receptor 151 (Homo sapiens), Q8TDV0. PathHunter beta-arrestin GPR151 cells. activation, % at 11.2 µM. 650,000 compounds, 1% hits; in the data active = activation above about 4.9%;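 also: 0% = median of compound wells and 100% = cells with positive control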
Target sequence (Q8TDV0 whole entry, looked up): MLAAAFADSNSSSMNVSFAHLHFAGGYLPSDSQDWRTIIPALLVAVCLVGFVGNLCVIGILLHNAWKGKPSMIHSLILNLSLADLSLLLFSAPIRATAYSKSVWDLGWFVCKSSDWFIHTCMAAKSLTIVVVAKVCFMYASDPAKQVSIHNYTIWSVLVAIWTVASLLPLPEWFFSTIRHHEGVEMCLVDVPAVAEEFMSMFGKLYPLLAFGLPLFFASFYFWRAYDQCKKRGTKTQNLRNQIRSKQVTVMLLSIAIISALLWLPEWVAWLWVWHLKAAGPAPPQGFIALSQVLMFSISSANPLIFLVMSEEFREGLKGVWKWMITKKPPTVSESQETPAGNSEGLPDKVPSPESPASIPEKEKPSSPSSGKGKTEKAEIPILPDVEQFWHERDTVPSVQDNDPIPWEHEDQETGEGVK
MITF primary – MITF inhibitors, primary screen, biochemical, AlphaScreen, human; AID 1259374, 2018; inhibition, % at 2.6 µM; 650,000 compounds, 0.91% hits; AlphaScreen MITF homodimerization, bead proximity signal; in the data active = inhibition above about 50%;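 also: 0% = vehicle wells with protein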
Active calls of the source: *; . = not tested or not shown; & = joins results of further samples.

SMILES | FBW7 act | TEAD-YAP block | GPR151 activ | MITF primary
COc1ccccc1CCNC1CCN(c2ccc(C(=O)N3CCCC(O)C3)cc2)CC1 (configuration not stated) | -0.1 | 7.2 | 1.2 | -3.4
CSc1ccc2nnc(-c3ccc(Cl)cc3)n2n1 | 0.0 | -5.8 | -0.4 | 2.5
COc1cc(C2C(C(C)=O)=C(O)C(=O)N2CCO)ccc1O (configuration not stated) | -0.2 | 6.6 | 1.2 | 15.0
CCCCN(CC)C(=O)Cn1cc(C=O)c2ccccc21 | -0.2 | 2.7 | 1.0 | 2.4
CN(CCCNC(=O)c1cc2sccc2n1C)C1CCCCC1 | -0.1 | 1.7 | 0.9 | -6.2
O=C(N/N=C/c1ccncc1)C1CCCCC1 | -0.1 | 11.9 | 0.1 | 44.6
CCCCN1C(=O)C(O)(CC(=O)c2cccs2)c2cc(Br)ccc21 (configuration not stated) | 0.0 | 9.8 | -2.0 | 0.1
O=C1CCCc2oc3c(cc(NS(=O)(=O)c4cccc([N+](=O)[O-])c4)c4ccccc43)c21 | 0.5 | 0.5 | -0.8 | 2.5
COc1ccc(NC(=O)COc2ccc(C3C(C#N)=C(N)Oc4n[nH]c(C)c43)cc2)cc1 (configuration not stated) | 0.0 | -6.6 | 10.0* | 9.5
Oc1oc(-c2ccccc2F)nc1C=Nc1cc(Cl)c(Cl)cc1Cl | 0.0 | -5.8 | -1.5 | 15.0
COc1cc(C2C(C#N)=C(N)Oc3n[nH]c(C)c32)ccc1OCc1cccc(F)c1 (configuration not stated) | -0.1 | -32.5 | -0.4 | 3.2
Cc1ccc(C(=O)Nc2c3c(nn2-c2ccc(Cl)cc2)CSC3)cc1 | 0.0 | -2.0 | 1.6 | 16.6
O=C1CC(c2cccs2)CC2=C1C(c1cc(=O)c3ccccc3o1)Nc1ccccc1N2 (configuration not stated) | 0.2 | 13.6 | -0.4 | 10.5
CCOc1cc(C)c(Cl)cc1S(=O)(=O)N1CCN(Cc2ccccc2)CC1 | 0.0 | -2.8 | 0.1 | -15.3
CCOCCn1cnc2sc(C(=O)N3CC(C)CC(C)C3)c(C)c2c1=O (configuration not stated) | -0.1 | 2.7 | -1.1 | 1.5
COc1ccc2nc3oc(C(=O)N4CCC(C(N)=O)CC4)cc3cc2c1 | 0.1 | -38.2 | 1.9 | 2.2
NC(=O)c1ccccc1Nc1nc(Nc2ccc(N3CCCC3=O)cc2)ncc1Cl | -0.1 | 78.2* | 3.4 | -5.1
Cc1sc2c(c1C)c(=O)n(-c1ccccc1)c1nnc(SCCC(C)C)n21 | -0.1 | 1.9 | -1.9 | 13.6
CCOC(=O)CSc1ccc(S(=O)(=O)N2CCN(c3cccc(Cl)c3)CC2)cc1[N+](=O)[O-] | -0.2 | 4.7 | -0.3 | -0.1
Nc1ccc(C(=O)OCc2nc3ccccc3[nH]2)cc1 | -0.1 | -7.9 | -0.2 | -6.9
Cc1cc(NS(=O)(=O)c2ccc(Nc3ncc([N+](=O)[O-])cc3[N+](=O)[O-])cc2)nc(C)n1 | 0.2 | -10.9 | -0.3 | 2.8
COc1ccc(NC(=O)C2CC(=O)N(CCOC34CC5CC(CC(C5)C3)C4)C(=Nc3ccccc3)S2)cc1 (configuration not stated) | 0.0 | 0.8 | -0.3 | 5.1
CCn1ncc(CNC(=O)c2cccc([N+](=O)[O-])c2)c1C | -0.1 | 8.9 | -0.2 | -3.6
COc1ccccc1CC1(C)C(=O)Nc2ccc(-c3cccnc3)cc21 (configuration not stated) | 0.0 | -5.2 | 0.3 | -11.3
O=C(NCCc1ccccn1)C1CC12CCN(C(=O)c1ccc(N3CCCC3)cc1)CC2 (configuration not stated) | 0.6 | 6.8 | 0.6 | 3.2
(list continues)
SMILES | FBW7 act | TEAD-YAP block | GPR151 activ | MITF primary
O=c1c2c3c(sc2nc(SCc2ccc(F)c([N+](=O)[O-])c2)n1-c1ccccc1)CCC3 | 0.1 | 4.5 | 0.1 | 2.1
Cc1c(Br)c(=O)[nH]c(=O)n1COCc1ccccc1 | -0.2 | 6.4 | -0.2 | 1.8
CCn1c(=O)c2cc(C(=O)NCCCOC)sc2c2ccccc21 | 0.6 | 7.0 | -1.1 | 7.0
CCOC(=O)c1c(/N=C/c2c(O)n(C)c3ccccc23)sc(C)c1C | -0.1 | 6.0 | 0.9 | -1.9
CCC1CCCCN1C(=O)c1ccc(N2CC3CC(C2)c2cccc(=O)n2C3)c(NC(=O)c2ccncc2)c1 (configuration not stated) | 0.0 | 4.8 | 0.5 | -2.7
CC(C)(C)c1ccccc1OCC(=O)Nc1cccc(C(=O)O)c1 | 0.3 | -0.2 | 0.6 | 8.5
O=S(=O)(/N=C(\c1ccccc1)N1CCCCC1)c1ccc(Br)cc1 | 0.9 | 2.8 | -0.6 | 11.2
CCc1nnc2c3c4c(sc3ncn12)CCC4 | 0.1 | 15.3 | -0.5 | 5.4
COc1cccc(-n2c(=O)[nH]c3ccsc3c2=O)c1 | -0.1 | 8.5 | -0.4 | -7.2
CC(=O)c1c(C)[nH]c(C(=O)COC(=O)c2ccc3c(c2)OCCO3)c1C | 0.2 | -0.5 | -1.1 | -6.3
O=C(CN(c1ccccc1)S(=O)(=O)c1ccc(Cl)cc1)NC1CC2CCC1C2 (configuration not stated) | -0.1 | 5.1 | 0.1 | 14.6
CS(=O)(=O)N(CC(=O)Nc1cccc([N+](=O)[O-])c1)c1ccccc1Br | -0.1 | 5.3 | 3.8 | -4.8
COc1ccc(NC2=NCC(=O)N2c2cc(C)ccc2C)cc1 | 0.2 | 2.5 | -0.1 | 8.3
CCOC(=O)C1(CCOC)CCN(C(=O)C2CCOC(C)(C)C2)CC1 (configuration not stated) | 0.1 | 6.3 | 1.9 | -4.8
Cc1nc2ccc(Cc3ccc4nc(C)[nH]c4c3)cc2[nH]1 | 0.1 | 3.0 | -1.2 | -9.0
Cc1c(C(=O)NCCC(C)C)oc2ccc(S(=O)(=O)N3CCCC3)cc12 | 0.3 | -1.0 | 1.1 | 10.6
Cc1ccc(NC(=O)/C=C/c2nc3ccccc3o2)cc1 | -0.1 | -1.6 | -1.2 | -5.4
O=c1oc2ccc([N+](=O)[O-])cc2cc1-c1nnc(NCc2ccccc2)s1 | 0.8 | 1.9 | 1.7 | 8.2
CCN(CC)S(=O)(=O)c1cc(C(N)=O)ccc1OC | 0.1 | -7.4 | -1.9 | -20.3
Cc1cccc(NC(=O)c2ccc(Sc3ccccc3Cl)c([N+](=O)[O-])c2)c1 | -0.6 | 1.4 | 0.6 | 5.8
O=[N+]([O-])c1ccc(Nc2ccc(F)cc2)nc1 | -0.1 | -9.4 | 1.3 | -0.3
CCN(c1ccccc1)S(=O)(=O)c1ccc(C(=O)Nc2cccc3c2C(=O)NC3=O)cc1 | 0.0 | -3.3 | 2.1 | 4.6
COc1ccc(S(=O)(=O)Nc2nnc(-c3ccccc3Cl)s2)cc1 | -0.1 | -0.1 | 0.9 | -4.1
CCOC(=O)c1c(NC(=O)c2ccc(F)cc2)sc(C(=O)Nc2ccccc2OC)c1C | 0.8 | 8.4 | -1.5 | 11.2
CCC(C)Sc1nnc(NC(=O)Cc2ccc(OC)c(OC)c2)s1 (configuration not stated) | 0.0 | 7.4 | 0.5 | 3.3

Some of these compounds in order of count of non-hydrogen atoms, falling.
SMILES | FBW7 act | TEAD-YAP block | GPR151 activ | MITF primary
CCOC(=O)c1c(NC(=O)c2ccc(F)cc2)sc(C(=O)Nc2ccccc2OC)c1C | 0.8 | 8.4 | -1.5 | 11.2
CC(=O)c1c(C)[nH]c(C(=O)COC(=O)c2ccc3c(c2)OCCO3)c1C | 0.2 | -0.5 | -1.1 | -6.3
CS(=O)(=O)N(CC(=O)Nc1cccc([N+](=O)[O-])c1)c1ccccc1Br | -0.1 | 5.3 | 3.8 | -4.8
CCC(C)Sc1nnc(NC(=O)Cc2ccc(OC)c(OC)c2)s1 (configuration not stated) | 0.0 | 7.4 | 0.5 | 3.3
COc1ccc(NC2=NCC(=O)N2c2cc(C)ccc2C)cc1 | 0.2 | 2.5 | -0.1 | 8.3

(cont.)
SMILES | FBW7 act | TEAD-YAP block | GPR151 activ | MITF primary
Cc1cccc2cc3c(nc12)OCC(=O)N(Cc1ccco1)C3 | 0.6 | -5.1 | -0.9 | -1.1
COc1ccc(C2C3=C(Nc4ncnn42)c2ccccc2OC3c2cccs2)cc1OC (configuration not stated) | 0.0 | -1.2 | 0.9 | -7.7
Cc1ccc(-c2nnc3sc(NC(=O)c4ccc(F)cc4)nn23)cc1 | 0.0 | 3.2 | -0.6 | 3.3
Brc1ccc(-c2nc(NCc3ccccc3)c3ccccc3n2)cc1 | -0.1 | -10.4 | -1.4 | 8.2
CCn1c(SCc2cc(C)ccc2C)nc2c(c1=O)SCC2 | -0.2 | 27.4 | -0.8 | -0.4
O=C(Nc1ccc2nn(-c3ccccc3)nc2c1)c1cc(Br)ccc1Cl | 0.0 | -4.4 | 0.8 | -7.2
CCOC(CNC(=O)c1sc2nc(C)nc(N3CCOCC3)c2c1C)OCC | 0.0 | -7.5 | 0.2 | 9.0
Nc1ccc(C(=O)OCC(=O)N2CCc3ccccc3C2)cc1[N+](=O)[O-] | -0.2 | -14.6 | 0.0 | 4.1
c1ccc(-c2noc(CN3CCCC(c4ccccc4)C3)n2)cc1 (configuration not stated) | 0.3 | -3.1 | -0.6 | 15.9
Cc1ccc2c(c1)N(C(=O)CCC(=O)NCc1ccccc1Br)CC(C)O2 (configuration not stated) | -0.1 | -8.2 | -0.7 | 2.3
c1ccc(-c2nc3c4ccccc4ccn3c2CN2CCOCC2)cc1 | 1.0 | -45.9 | 0.1 | -5.2
Cc1cc(NC(=O)/C=C/c2ccc([N+](=O)[O-])cc2)no1 | 0.0 | -15.5 | -0.1 | 2.3
COc1ccc(-c2cc(C(=O)N3CC4(C)CC3CC(C)(C)C4)no2)cc1 (configuration not stated) | 0.0 | 2.7 | -0.4 | -7.0
Cc1ccc(CN(Cc2ccco2)C(=S)Nc2cccc(C(F)(F)F)c2)cc1 | -0.2 | -24.3 | 1.5 | 3.6
Cc1ccn2c(CNC(C)CCCC(C)(C)O)c(C(=O)N3CCCCCC3)nc2c1 (configuration not stated) | 0.2 | -7.8 | -0.6 | -7.0
CCOc1ccccc1NC(=O)C(CC)Sc1nc2cc(OC)c(OC)cc2c(=O)n1Cc1ccco1 (configuration not stated) | 0.2 | -1.0 | 0.1 | 13.2
CC(C)C(=O)N1c2ccccc2NC2=C(C(=O)CC(C)(C)C2)C1c1ccc([N+](=O)[O-])cc1 (configuration not stated) | 0.3 | 8.4 | 3.6 | 17.2
CCC12CN3CCN(CC(C3)/C1=N\NC(=O)c1ccccc1N)C2 | 0.0 | -70.5 | -1.8 | 0.2
CCOC(=O)CSc1nc2c(sc(=S)n2-c2ccc(C)cc2C)c(=O)n1-c1ccc(OCC)cc1 | 0.1 | -0.4 | -0.9 | 14.3
CCc1ccc(N2CC(C(=O)Nc3ccc4ccccc4c3)CC2=O)cc1 (configuration not stated) | 0.1 | -5.4 | -0.4 | 6.9
O=c1c(/C=c2\sc3nc4ccccc4n3c2=O)coc2ccccc12 | 0.3 | 10.7 | 0.9 | 11.6
CCCOC(=O)Cc1n[nH]c(=O)[nH]c1=O | -0.2 | -9.3 | -0.1 | -8.5
Cc1c(C(=O)N2CCN(c3ccccn3)CC2)sc2ncn(CC(=O)Nc3ccc(C(C)C)cc3)c(=O)c12 | 0.6 | 2.7 | 1.6 | -4.1
CC(C)N(C(=O)COC(=O)/C=C/c1cccs1)C(C)C | 0.0 | 1.7 | 0.0 | 19.6
COc1ccc(-c2cc3c4c(C)n(C)c(C)c4c(C)nn3c2)cc1 | 0.5 | -8.5 | -0.8 | -2.4
Continuation.
SMILES | FBW7 act | TEAD-YAP block | GPR151 activ | MITF primary
CCc1ccc(NC(=O)N[C@H]2C[C@H]3C(=O)N[C@@H](Cc4ccc(Cl)cc4)C(=O)N3C2)cc1 | -0.2 | 11.9 | 0.8 | -2.7
CC(C)(C)c1nnc(N/N=C/c2ccc(O)cc2)[nH]c1=O | -0.1 | 13.6 | 2.2 | 3.3
COc1ccc(C2CC(=O)C3=C(C2)NC(C)=C(C(=O)OCCOc2ccccc2)C3c2ccccc2F)cc1 (configuration not stated) | 0.1 | -2.8 | 1.2 | -12.1
Fc1ccccc1N1CCN(c2nc(Cc3ccccc3)nc3sc4c(c23)CCCC4)CC1 | 0.1 | 0.8 | -0.5 | -8.8
COc1cc2cc(C(=O)O)n(C)c2c(OC)c1OC | 0.0 | 11.2 | 0.5 | 5.4
O=C1OC(c2cccs2)=N/C1=C\c1ccc(N2CCCC2)c([N+](=O)[O-])c1 | 0.0 | -19.4 | -0.5 | -4.2
COC(=O)C(C)N1C(=O)S/C(=C/c2ccc(C(F)(F)F)cc2)C1=O (configuration not stated) | 0.0 | -9.4 | 2.4 | -5.3
O=C(O)CCCCC(=O)Nc1cccc(O)c1 | 0.2 | -1.4 | -0.2 | -1.9
O=C1c2ccccc2S(=O)(=O)N1CCCCN1CCN(c2ncccn2)CC1 | 0.1&0.3 | . | -1.4&1.8 | 6.1&7.7
Cc1ccc(S(=O)OCC(=O)Nc2cc(Cl)ccc2N2CCOCC2)cc1 (configuration not stated) | 0.1 | 7.8 | -1.3 | -12.5

Given in CSV form: 2 of the compounds above.
smiles,FBW7 act,TEAD-YAP block,GPR151 activ,MITF primary
CC(C)(C)c1ccccc1OCC(=O)Nc1cccc(C(=O)O)c1,0.3,-0.2,0.6,8.5
O=[N+]([O-])c1ccc(Nc2ccc(F)cc2)nc1,-0.1,-9.4,1.3,-0.3
